Compound activity from PubChem BioAssay.
hIAP activ: human IAP activators, primary screen, biochemical, luminescence, uHTS. actives 0.16% (n = 330,000). purified human IAP, CDP-Star luminescence, 30 min; active compounds read high; 1 = vehicle-only enzyme, 0 = enzyme-free background. AID 2524, 2010. activation factor at 10 µM;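 active means activation factor of the enzyme at least 2-fold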; further: the source names both 10 and 20 µM as test concentration; values of inactives mirror those of a sister screen read the other way
Target sequence (P09923 whole entry, looked up): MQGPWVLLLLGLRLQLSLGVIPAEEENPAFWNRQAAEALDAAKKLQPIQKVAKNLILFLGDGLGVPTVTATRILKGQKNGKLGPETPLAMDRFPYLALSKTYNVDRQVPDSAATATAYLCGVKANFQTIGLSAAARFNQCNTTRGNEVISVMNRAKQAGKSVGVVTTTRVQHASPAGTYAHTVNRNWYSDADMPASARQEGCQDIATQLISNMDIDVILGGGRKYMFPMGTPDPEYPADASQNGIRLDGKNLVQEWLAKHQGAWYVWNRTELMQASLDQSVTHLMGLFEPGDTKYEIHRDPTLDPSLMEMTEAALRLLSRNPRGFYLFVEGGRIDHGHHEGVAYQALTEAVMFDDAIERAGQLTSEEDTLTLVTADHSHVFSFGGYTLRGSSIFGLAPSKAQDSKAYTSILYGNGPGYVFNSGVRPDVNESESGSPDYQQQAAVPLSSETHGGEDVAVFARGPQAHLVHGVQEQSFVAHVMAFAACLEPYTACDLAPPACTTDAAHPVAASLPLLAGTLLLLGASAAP
hIAP inh: human IAP inhibitors, primary screen, biochemical, luminescence, uHTS; Intestinal-type alkaline phosphatase (Homo sapiens), P09923; purified IAP, CDP-Star luminescence, 30 min; inhibition, % at 10 µM; actives 0.12% (n = 330,000);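 active means inhibition reaching a set limit with compound at 10 µM in the primary screen, cut at about 35% in these data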;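 further: plate controls were DMSO wells with enzyme for no effect and no-enzyme buffer wells for full effect; values of inactives mirror those of a sister screen read the other way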
tim10-1 inh: growth inhibitors of tim10-1 mutant yeast, primary screen, luminescence, uHTS. S. cerevisiae tim10-1 ts strain growth, BacTiter-Glo, 24 h. inhibition, % at 20 µM. actives 2.2% (n = 330,000);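 active means inhibition of at least 40%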;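 further: mutant grown at 25 °C; 0% = DMSO wells with yeast and 100% = wells holding no yeast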
Apaf-1 inh: inhibitors of human Apaf-1 apoptosome, primary screen, biochemical, DEVD-Rh110 fluorescence, uHTS; inhibition, % at 20 µM; reconstituted apoptosome caspase-3 activity; actives 0.71% (n = 330,000); Apoptotic protease-activating factor 1 (Homo sapiens), O14727; AID 489030, 2010; active means inhibition of at least 40% at 20 µM;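 further: plate controls were DMSO wells for no effect and DEVD-CHO caspase inhibitor wells for full effect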
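detection = Rh110 fluorescence intensity | test system = biochemical Apaf-1 apoptosome reconstitution | also added = cytochrome c and DEVD-Rh110 substrate | schedule = 30 min plus 50 min, RT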
NLRP3 yeast inh: NALP3 inflammasome inhibitors in reconstituted yeast, primary screen, luminescence, uHTS. Yeast reconstituted NLRP3/ASC/caspase-1, beta-gal luminescence, 24 h. inhibition, % at 10 µM. actives 0.39% (n = 330,000);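 active means inhibition of 50% or more; inactive means inhibition below 50%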;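 further: plate controls were induced DMSO wells for no effect and uninduced yeast grown without galactose for full effect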
mIAP inh: inhibitors of mouse IAP, primary screen, biochemical, luminescence, uHTS; intestinal alkaline phosphatase [Mus musculus]; purified mouse IAP, CDP-Star luminescence, 30 min; inhibition, % at 10 µM; actives 0.2% (n = 330,000); AID 2806, 2010;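 active means inhibition of at least 40% at 10 µM in the primary screen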;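 further: plate controls were DMSO with enzyme for no effect and no enzyme wells for full effect; values of inactives mirror those of a sister screen read the other way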
TIM10 inh: growth inhibitors of isogenic TIM10 control yeast, primary screen, counter-screen for tim10-1 yeast inhibitor project, luminescence, uHTS; S. cerevisiae TIM10 strain growth, BacTiter-Glo luminescence, 24 h; inhibition, % at 10 µM; actives 1.4% (n = 330,000);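 active means inhibition of 40% or more at the single tested concentration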;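 further: wild-type TIM10 isogenic control strain grown at permissive 25 °C; 0% = DMSO yeast wells and 100% = minimal medium wells without yeast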
ATG4B inh: ATG4B protease inhibitors, primary screen, biochemical, fluorescence, uHTS. Cysteine protease ATG4B (Homo sapiens), Q9Y4P1. ATG4B cleavage of LC3-PLA2, NBD-HPC fluorescence, 1 h. inhibition, % at 8.33 µM. actives 0.51% (n = 340,000); in the data active means inhibition above about 40%
Target sequence (Q9Y4P1 whole entry, looked up): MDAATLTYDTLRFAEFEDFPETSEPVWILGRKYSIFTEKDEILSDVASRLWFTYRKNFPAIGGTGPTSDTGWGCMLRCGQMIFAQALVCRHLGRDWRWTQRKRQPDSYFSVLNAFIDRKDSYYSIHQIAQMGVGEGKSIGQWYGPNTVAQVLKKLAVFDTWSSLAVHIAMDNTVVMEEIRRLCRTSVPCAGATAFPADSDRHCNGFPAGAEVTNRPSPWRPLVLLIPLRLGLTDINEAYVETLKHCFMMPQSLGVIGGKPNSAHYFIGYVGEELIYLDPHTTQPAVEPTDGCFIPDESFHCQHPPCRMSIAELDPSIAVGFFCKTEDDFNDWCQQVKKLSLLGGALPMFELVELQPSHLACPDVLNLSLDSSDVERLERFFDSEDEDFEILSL
mIAP activ: activators of mouse IAP, primary screen, biochemical, luminescence, uHTS. intestinal alkaline phosphatase [Mus musculus]. muIAP, CDP-Star luminescence, 30 min; active compounds read high; 1 = vehicle-only enzyme signal, 0 = enzyme-free wells. activation factor at 10 µM. actives 0.24% (n = 330,000);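 active means activation factor of at least 2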; further: the source names both 10 and 20 µM as test concentration; values of inactives mirror those of a sister screen read the other way
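Assay system: mouse IAP enzyme / Compound: DMSO-dissolved test compounds / Timing: 30 min, room temperature / Measured by: luminescence from enzymatic CDP-Star hydrolysis / Control set: DMSO-only wells, enzyme-free buffer wells as negative control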
Starred values were filed as active, the others as inactive; . = no result given.

Values run as follows: hIAP activ	hIAP inh	tim10-1 inh	Apaf-1 inh	NLRP3 yeast inh	mIAP inh	TIM10 inh	ATG4B inh	mIAP activ
O=C(C[n+]1cccc(NC(=O)c2ccccc2)c1)c1cccc([N+](=O)[O-])c1
→ 1	0	9	-16	1	12	16	-2	0.88
Cc1c(C)n(CCCN(C)C)c2ncnc(Nc3ccccc3)c12
→ 1.3	-30	5	11	9	-2	-16	8	1
O=C1CC(C(=O)N2CCN(c3ccccn3)CC2)CN1Cc1ccccc1Cl (centres undefined)
→ 1	0	8	-1	2	9	17	-9	0.91
CCOC(=O)C1CCCN(C(=O)CCCn2nnnc2CN2CCC(C)CC2)C1 (centres undefined)
→ 1.3	-33	-1	6	9	-10	5	3	1.1
COCCNC(=O)COc1ccc(C)cc1C(=O)c1cc(C#N)c(=O)n(C2CC2)c1
→ 1	-2	-13	7	2	1	-21	5	0.99
Clc1ccc(-c2cnc3n2CCCCC3)cc1
→ 1	-3	4	1	34	4	0	4	0.96
O=[N+]([O-])c1ccc(N/N=C/c2ccccc2O)cc1
→ 0.78	22	-2	14	-5	14	16	-4	0.86
Cc1c(NC(=S)NC(=O)c2ccc(-c3ccc(Cl)cc3)o2)cccc1C(=O)O
→ 0.86	14	20	24	20	10	5	8	0.9
NNC(=O)c1csc(-c2ccc(C(F)(F)F)cc2Cl)n1
→ 1.1	-14	17	11	4	0	16	0	1
CC(C)CC(=O)Nc1ccc(-c2cn3cccnc3n2)cc1
→ 0.99	1	14	2	5	-7	10	3	1.1

6 entries already listed, arranged by count of non-hydrogen atoms, smallest number first:
Values run as follows: hIAP activ	hIAP inh	tim10-1 inh	Apaf-1 inh	NLRP3 yeast inh	mIAP inh	TIM10 inh	ATG4B inh	mIAP activ
Clc1ccc(-c2cnc3n2CCCCC3)cc1
→ 1	-3	4	1	34	4	0	4	0.96
O=[N+]([O-])c1ccc(N/N=C/c2ccccc2O)cc1
→ 0.78	22	-2	14	-5	14	16	-4	0.86
Cc1c(C)n(CCCN(C)C)c2ncnc(Nc3ccccc3)c12
→ 1.3	-30	5	11	9	-2	-16	8	1
O=C(C[n+]1cccc(NC(=O)c2ccccc2)c1)c1cccc([N+](=O)[O-])c1
→ 1	0	9	-16	1	12	16	-2	0.88
O=C1CC(C(=O)N2CCN(c3ccccn3)CC2)CN1Cc1ccccc1Cl (centres undefined)
→ 1	0	8	-1	2	9	17	-9	0.91
COCCNC(=O)COc1ccc(C)cc1C(=O)c1cc(C#N)c(=O)n(C2CC2)c1
→ 1	-2	-13	7	2	1	-21	5	0.99

Next part.
Values run as follows: hIAP activ	hIAP inh	tim10-1 inh	Apaf-1 inh	NLRP3 yeast inh	mIAP inh	TIM10 inh	ATG4B inh	mIAP activ
Cc1cc(C)c2c(n1)sc1c(=O)n(CC(=O)c3ccccc3)cnc12
→ 0.76	24	-3	7	19	6	-5	-4	0.94
O=C(NCCCl)Nc1cccc(Br)c1
→ 1	-1	13	-2	13	-4	15	-1	1
COc1cc(OC)cc(C(=O)NNC(=O)c2cc(=O)[nH]c3ccccc23)c1
→ 1	-2	-1	-1	20	8	8	4	0.93
Cc1ccccc1N1C(=O)N(c2cccc(C(F)(F)F)c2)C2CS(=O)(=O)CC21 (centres undefined)
→ 0.9	10	-4	2	-5	-6	6	-9	1.1
Cc1ccc([N+](=O)[O-])cc1N/C=C/C(=O)c1ccco1
→ 1.2	-22	-18	-9	43	0	35	-20	1
COc1ccc(S(=O)(=O)NCc2ccco2)cc1C(=O)N1CCOCC1
→ 1.1	-15	-12	-5	15	-5	-10	3	1.1
COc1ccccc1N1CCN(C2CCCN(C(=O)c3ccoc3)C2)CC1 (centres undefined)
→ 0.94	6	0	-9	-4	6	9	24	0.94
CCCc1cc(=O)oc2c(C)c(OS(C)(=O)=O)ccc12
→ 0.86	14	5	-8	0	7	9	6	0.93
CCN(CC)C(=S)SC1CCCCN(C(=O)c2ccccc2)C1=O (centres undefined)
→ 0.82	18	28	5	-16	0	40	3	1
CC(C)(C)NC(=S)NC(=O)C12CCC3CC(CC(C3)C1)C2
→ 0.75	25	44*	2	28	16	49*	1	0.84
CCCCn1c(N)c(N(Cc2ccccc2OC)C(=O)C(C)Oc2ccc(F)cc2)c(=O)[nH]c1=O (centres undefined)
→ 0.97	2	-8	2	18	-4	1	-4	1
COC(=O)[C@H](C)NC(=O)NCc1ccco1
→ 0.87	13	-1	-22	-2	0	5	21	1
O=S(=O)(c1ccc(Cl)cc1)N1CCC(n2cnc3cc(C(F)(F)F)ccc32)CC1
→ 0.86	14	26	3	-6	10	18	-7	0.9
Cc1ccc([N+](=O)[O-])cc1S(=O)(=O)NCCc1cn2ccccc2n1
→ 1.2	-16	8	-7	-4	-4	-12	-2	1
CCOc1ccccc1OCC(=O)OCC(=O)Nc1ncc(Cl)cc1Cl
→ 0.88	12	1	-3	0	4	-1	-5	0.96
COc1ccc(CCNC(=O)C2CCN(S(=O)(=O)c3ccc(C)cc3)CC2)cc1OC
→ 1.1	-6	21	-2	17	-12	5	-1	1.1
O=C(CSCc1ccc(Cl)cc1)c1ccco1
→ 1.1	-15	25	-2	-69	16	18	.	0.84
CS(=O)(=O)N(Cc1ccc(Cl)cc1)c1ccc(C(=O)NCCSc2ccccn2)cc1
→ 1	-2	23	1	-3	4	21	1	0.96
C=CC(C)(C)c1[nH]cnc1/C=C1\NC(=O)C(C(C)C)NC1=O (centres undefined)
→ 1.5	-51	-1	2	3	2	2	-11	0.97
Cn1c(=O)oc2cc(S(=O)(=O)Nc3cccc([N+](=O)[O-])c3)ccc21
→ 0.95	5	-2	0	2	5	1	2	0.95
Cc1ccccc1OCC(=O)Nc1ccc(N2CCN(C)CC2)c(Cl)c1
→ 1	0	7	14	29	-9	-17	-9	1.1
O=C(Nc1ccc(N2CCOCC2)cc1)c1ccc2nc(-c3ccco3)c(-c3ccco3)nc2c1
→ 1.2	-18	4	15	21	8	-3	11	0.92
COC(=O)C1CN(C(=O)C(C)Oc2ccc(C(C)C)cc2)c2ccccc2O1 (centres undefined)
→ 0.92	8	24	14	14	5	25	2	0.95
Cc1cc(C)n(CCC(=O)N=Nc2c(O)[nH]c3ccccc23)n1
→ 1.2	-20	2	-18	-17	12	9	-3	0.88
O=C(C1=C[C@@H](c2csc3ccccc23)C[C@@H](OCc2ccc(CO)cc2)O1)N1CCOCC1
→ 0.95	5	18	6	12	-3	13	-8	1
O=C(COc1ccc2c3c(c(=O)oc2c1)CCC3)NCc1cccnc1
→ 1.2	-16	12	-3	23	-3	4	-4	1
CC(=O)O[C@H](CC(=O)O)C[N+](C)(C)C
→ 0.92	8	-8	-10	22	10	-2	-6	0.89
CCN(CC(=O)Nc1c(F)cccc1F)C(=O)c1ccc(Sc2nncn2C)c([N+](=O)[O-])c1
→ 0.92	8	-8	1	10	3	-1	-8	0.97
C/C(N)=C(/C#N)C(=O)COc1ncnc2ccccc12
→ 0.79	21	0	-10	6	9	-1	-15	0.91
CCC(C)c1ccc(OCC(=O)Nc2ccc(CN3CCOCC3)cc2)cc1 (centres undefined)
→ 1	-4	-3	12	29	-3	-30	-6	1

The final 3 records of the part before are carried over, then new ones follow:
Values run as follows: hIAP activ	hIAP inh	tim10-1 inh	Apaf-1 inh	NLRP3 yeast inh	mIAP inh	TIM10 inh	ATG4B inh	mIAP activ
CCN(CC(=O)Nc1c(F)cccc1F)C(=O)c1ccc(Sc2nncn2C)c([N+](=O)[O-])c1
→ 0.92	8	-8	1	10	3	-1	-8	0.97
C/C(N)=C(/C#N)C(=O)COc1ncnc2ccccc12
→ 0.79	21	0	-10	6	9	-1	-15	0.91
CCC(C)c1ccc(OCC(=O)Nc2ccc(CN3CCOCC3)cc2)cc1 (centres undefined)
→ 1	-4	-3	12	29	-3	-30	-6	1
Cc1nn(C)cc1S(=O)(=O)Nc1cccc(Cl)c1
→ 0.9	10	6	1	7	6	-5	-4	0.94
COC(=O)[C@@]1(Cc2ccc(F)cc2)[C@H]2c3cc(C(=O)N(C)C)n(Cc4nc5ccccc5[nH]4)c3C[C@H]2CN1C(=O)c1ccccc1
→ 0.95	5	-21	13	28	5	15	-20	0.95
CC1(C)CC(=O)C(C=Nc2ccc(C(=O)c3ccccc3)cc2N=CC2=C(O)CC(C)(C)CC2=O)=C(O)C1
→ 0.88	12	25	9	10	12	34	16	0.88
Cc1cc(C)nc(SCC(=O)Oc2ccc3oc(=O)cc(C)c3c2)n1
→ 1.2	-17	-17	0	1	-5	-5	2	1.1
Cc1ccc(S(=O)(=O)n2ccc(=O)[nH]2)cc1
→ 0.95	5	-9	-7	9	0	1	-3	1
COc1ccc(CCNC(=O)c2cccnc2SC)cc1
→ 1.1	-13	8	-18	14	-11	-14	-4	1.1
CC(C)CNS(=O)(=O)c1ccc(S(=O)(=O)N2CCCN(Cc3ccccc3)C2)cc1
→ 0.84	16	11	4	13	8	-13	-12	0.92
Cc1ccc(C(C)C)cc1OCC(=O)Nc1ccc(N2CCCCC2)cc1
→ 0.97	3	17	24	23	0	15	-1	1
COc1cccc(C2NC(=O)NC(C)=C2C(=O)OCCSC)c1OC (centres undefined)
→ 1.1	-11	-7	-6	7	-12	-17	-7	1.1

Rows are unselected; about 4.5% have a hit in one of these screens.
